EPAC1 antag: blocks human EPAC1 exchange factor; O95398; EPAC1 GEF assay, Rap1b-BODIPY-GDP exchange fluorescence; Potency, µM (doses to about 115 µM), for inactives: at the highest dose activity change, negative = inhibition, actives largely listed as inhibitors; actives 0.14% (n = 360,000); AID 720709;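 note: potency is the fitted concentration of half-maximal effect; plate controls were vehicle for no effect and positive control for full effect; nearly all actives have a fitted effect of over 50% in size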
GLP1R cytotox: cytotoxicity in counter-screen for GLP-1R inverse agonists | HEK293 cAMP-luciferase reporter cells, luminescence, 24 h | AID 624418 | actives 0.13% (n = 410,000) | Potency, µM (titrated, usually from 38.3 µM), without a hit: top-dose activity change, negative = inhibition, most hits filed as inhibitors;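 note: loss of luciferase light is scored as toxicity; potency is the fitted concentration of half-maximal effect; % is set by controls: 0 for no effect and ±100 for the full control effect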
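1536-well qHTS counterscreen of the MLSMR; 200 cells/uL, 12 h pre-incubation, 23 nL cpd, 24 h at 37 deg C 5% CO2, luciferase detection reagent, 12 min RT, luminescence. Inhibition = undesired.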
PI5P4K alpha inh: PI5P4K alpha (human) kinase inhibition. P48426. PI5P4Kalpha enzyme, ADP-Glo luminescence, 60 min; stronger effect = lower value. max response, %. actives 1.2% (n = 330,000); active = max response of -50% or lower; inconclusive = between -30% and -50%; inactive = -30% or higher; note: value at the top dose of about 77 µM; % is set by controls: 0 for no effect and ±100 for the full control effect
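Controls without substrate or without enzyme flank wells where PI5P4Kalpha converts substrate using 5 microM ATP (final). Incubation lasts 60 minutes at room temperature; ADP formed is read by ADP-Glo luminescence.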
GLP1R inv ag: inverse agonists of human GLP-1 receptor | Potency, µM (top dose mostly 38.3 µM), without a hit: at the top dose activity change, negative = inhibition, hits mostly inhibitors | P43220 | actives 1.6% (n = 410,000) | HEK293 GLP-1R CRE-luciferase, luminescence, 24 h; GLP-1R form is constitutively active; note: potency is the fitted concentration of half-maximal effect; % is set by controls: 0 for no effect and ±100 for the full control effect; nearly all actives have a fitted effect of over 55% in size
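Inverse agonists were sought by their lowering of basal cAMP reporter luciferase output in HEK293 cells stably carrying constitutively active human GLP-1R, after 24 h compound treatment.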
PTHR1 ag: agonists of human PTHR1 parathyroid hormone receptor; Q03431; HEK293 GP2 PTHR1 cells, GloSensor cAMP luminescence, 1 h; Potency, µM (series often up to 115 µM), without a hit: at the highest dose activation, usual class: activators; actives 0.075% (n = 410,000); AID 743266; note: potency is the fitted concentration of half-maximal effect; nearly all actives have a fitted effect of over 55% in size; some results filed as inactive show a strong effect at the top dose; inactives centre near -15; many of its hits are not listed in these tables
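HEK-293-derived GP2 cells expressing PTHR1 and a GloSensor cAMP reporter, 3,000/well, plated overnight, given luciferin plus IBMX (each 0.5 mM as added) for 1 h at 37 °C, then compound for 1 h at 37 °C. Luminescence was read after 15 min at room temperature.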
PLK1 PBD block: inhibitors of human PLK1 polo-box domain binding. P53350. Plk1 PBD binding of FITC phosphopeptide, fluorescence polarization. Potency, µM, inactives show max response, negative = inhibition, usual class: inhibitors. actives 2.8% (n = 360,000). AID 720504; note: potency is the fitted concentration of half-maximal effect; series mostly up to about 57 µM; % is set by controls: 0 for no effect and ±100 for the full control effect; nearly all actives have a fitted effect of over 65% in size
EPAC1 ag: EPAC1 (human) agonism | actives 0.073% (n = 360,000) | EPAC1 agonist qHTS, biochemical assay; response scale: 100% = response to 6.5 mM cAMP | O95398 | Potency, µM (highest dose often 154 µM), inactives show top-dose activation, usual class: activators; note: potency is the fitted concentration of half-maximal effect; nearly all actives have a fitted effect of over 60% in size
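Compounds were pinned as a concentration titration into mixtures of EPAC1 (100 nM), BODIPY-GDP-loaded Rap1B (250 nM) and GDP (50 uM). After 5 min at room temperature, fluorescence was followed for 30 min; activity was scaled to 6.5 mM cAMP.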
GLP-1R agonist: activates the human GLP-1 receptor. P43220. HEK293 GLP-1R CRE-luciferase, luminescence, 4-6 h; cells express a hypersensitive GLP-1R form. Potency, µM (titrated, usually from 45.6 µM), inactives show at the highest dose activation, hits mostly activators. actives 0.007% (n = 380,000); note: potency is the fitted concentration of half-maximal effect; % of control where 0% means no effect
IL2 activator: activates IL-2 in a cell-based reporter assay; IL-2 activation reporter assay, cell-based qHTS; stimulated with anti-CD3/CD4/CD28 beads; in transgenic mouse T cells; activation, % (series mostly up to about 46 µM); actives 0.065% (n = 360,000); AID 652025; in the data active = activation above about 50%; inconclusive = mostly about 30% to 49%; note: 0% is about no effect
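Quantitative HTS in unstimulated transgenic mouse T cells, with memory T cells as non-tolerant control and PMA/ionomycin as tolerance-bypass control. Compound pretreatment lasted 60 minutes before 18 h bead stimulation; EGFP/DsRed fluorescence read.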
* = called active by the depositor; i = inactive; ? = inconclusive; . = no result given; & = joins results of further samples; [ ] = dose if it differs, or a comment. Unless noted, calls come from the whole dose curve; as a rule, active = well fitted curve in the direction sought with a large enough effect; inconclusive = small, poorly fitted or top-dose-only effect, or another doubt; inactive = no such curve, though single readings can be large; an effect the other way counts as inactive or inconclusive.

SMILES	EPAC1 antag	GLP1R cytotox	PI5P4K alpha inh	GLP1R inv ag	PTHR1 ag	PLK1 PBD block	EPAC1 ag	GLP-1R agonist	IL2 activator
CC1Cc2nc(SCC(=O)c3ccccc3)n(Cc3ccccc3)c(=O)c2S1 (stereo not drawn)	-10%	8%	-7	?	-22%	0%	3%	-3%	-3.4
COC(=O)c1ccccc1S(=O)(=O)N1CCC(c2nc3ccccc3o2)CC1	8%	-9%	-7	-19%	-39%[inhibitor]	?	-2%	1%	0.5
CCC(C(=O)NC1CCCC1)n1c(C2CCCC2)nc2ccccc21 (stereo not drawn)	-13%	0%	0	-22%	-13%	1%	1%	.	-0.7
Cc1ccc(NC(=O)CSCC(=O)OC(C)C(=O)Nc2ccccc2C)cc1 (stereo not drawn)	14%	6%	-2	8%	-17%	-1%	-11%	1%	-6.2
COc1ccc(C(=O)NCC2(c3ccc(OC)c(OC)c3)CCCC2)cc1OC	11%	5%	-3	123%[activator]	i	0%	-8%	?	-3.8
O=C(CC1C(=O)NCCN1C(=O)Nc1ccc(F)cc1)Nc1cc(Cl)ccc1Cl (stereo not drawn)	-2%	2%	5	?	i	-5%	-5%	5%	0.8
O=C(O)COn1c(-c2ccc(Cl)cc2)nc2ccc(Cl)cc21	13%	-4%	?	17%	-19%	-13%	14%	1%	0.1
Cc1ccc(C(=O)N2CCN(c3ccccn3)CC2)cc1Cl	-3%	-5%	1	10%	-52%[inhibitor]	-2%	2%	3%	0.0
COc1ccc(C(=O)OCC(=O)NC(=O)NC2CCCC2)cc1[N+](=O)[O-]	-9%	-6%	-1	-30%	-5%	2%	0%	20%	0.2
Cc1nc2ccccc2c(-c2ccccc2)c1CC(=O)O	13%	-10%	-4	?	-1%	0%	-5%	-4%	-1.1
COc1ccc(/C=N/NC(=O)c2nc(-c3ccccc3)n(-c3ccccc3)n2)c(O)c1	0%	19%	-2	?	-13%	-18%	11%	-11%	1.6
Cc1ccccc1C(=O)Nc1ccc(Br)cn1	16%	3%	.	-24%	-26%[57.5 µM]	-5%	0%	0%	-3.5
O=C(Cn1ccnc1[N+](=O)[O-])N(CCO)CCO	4%	5%	-5	10%	i	0%	3%	4%	-2.3
CSc1ccc(S(=O)(=O)NCC(=O)OCC(=O)NCC2CCCO2)cc1[N+](=O)[O-] (stereo not drawn)	1%	-9%	-2	6%	-5%	-1%	14%	14%	4.4
CCn1c(COc2ccccc2)nnc1SCC(=O)CC(=O)Nc1ccccc1OC	2%	-9%	.	0%	i	-8%	12%	-12%	-1.0

Nothing new here: nine of the compounds above.
SMILES	EPAC1 antag	GLP1R cytotox	PI5P4K alpha inh	GLP1R inv ag	PTHR1 ag	PLK1 PBD block	EPAC1 ag	GLP-1R agonist	IL2 activator
CC1Cc2nc(SCC(=O)c3ccccc3)n(Cc3ccccc3)c(=O)c2S1 (stereo not drawn)	-10%	8%	-7	?	-22%	0%	3%	-3%	-3.4
COC(=O)c1ccccc1S(=O)(=O)N1CCC(c2nc3ccccc3o2)CC1	8%	-9%	-7	-19%	-39%[inhibitor]	?	-2%	1%	0.5
CCC(C(=O)NC1CCCC1)n1c(C2CCCC2)nc2ccccc21 (stereo not drawn)	-13%	0%	0	-22%	-13%	1%	1%	.	-0.7
Cc1ccc(NC(=O)CSCC(=O)OC(C)C(=O)Nc2ccccc2C)cc1 (stereo not drawn)	14%	6%	-2	8%	-17%	-1%	-11%	1%	-6.2
COc1ccc(C(=O)NCC2(c3ccc(OC)c(OC)c3)CCCC2)cc1OC	11%	5%	-3	123%[activator]	i	0%	-8%	?	-3.8
O=C(CC1C(=O)NCCN1C(=O)Nc1ccc(F)cc1)Nc1cc(Cl)ccc1Cl (stereo not drawn)	-2%	2%	5	?	i	-5%	-5%	5%	0.8
O=C(O)COn1c(-c2ccc(Cl)cc2)nc2ccc(Cl)cc21	13%	-4%	?	17%	-19%	-13%	14%	1%	0.1
Cc1ccc(C(=O)N2CCN(c3ccccn3)CC2)cc1Cl	-3%	-5%	1	10%	-52%[inhibitor]	-2%	2%	3%	0.0
COc1ccc(C(=O)OCC(=O)NC(=O)NC2CCCC2)cc1[N+](=O)[O-]	-9%	-6%	-1	-30%	-5%	2%	0%	20%	0.2

Other compounds follow.
SMILES	EPAC1 antag	GLP1R cytotox	PI5P4K alpha inh	GLP1R inv ag	PTHR1 ag	PLK1 PBD block	EPAC1 ag	GLP-1R agonist	IL2 activator
COc1ccc(N(CC(=O)NCc2ccco2)S(=O)(=O)c2ccccc2)cc1	-2%	3%	-5	-16%	-41%[inhibitor]	-7%	-3%	9%	1.4
Cc1[nH]c2ccccc2c1/C=C/c1nc2ccccc2c(=O)[nH]1	-11%	-9%	-63*	?	-7%	-7%	2%	16%	0.6
COc1ccc(S(=O)(=O)N2CCN(S(=O)(=O)c3ccc4c(c3)OCCO4)CC2)cc1C	-23%	-3%	5	2%	-16%	-1%	3%	1%	1.7
COc1ccc(C(=O)NCCCCCC(=O)O)cc1OC	4%	-3%	-3	5%	i	4%	5%	-6%	0.3
CCc1cccc(C)c1NS(=O)(=O)c1c(C)nc2sccn2c1=O	-4%	5%&-6%	4	-25%&-17%	-20%	-10%	9%	5%	2.5
COc1c(O)ccc(/C=N\NC(=O)c2ccc3c(c2)OCO3)c1[N+](=O)[O-]	-6%	-4%	-10	10%	i	-6%	0%	3%	1.7
CC1=C(C(=O)Nc2ccc(C)cc2C)C(c2sccc2C)n2ncnc2N1 (stereo not drawn)	.	3%	.	11%	i	.	.	8%	.
CCOC(=O)c1sc2nc(OCc3cccnc3)cc(C)c2c1N	?	7%	?	10%	-4%	?	2%	?	1.8
O=C(OCCN1CCCCC1)c1ccc(O)cc1	3%	4%	.	68%[activator]	10%	0%	-9%	-1%	-3.1
O=C1[C@H]2[C@@H](c3ccccc3)N[C@]3(CCCN(Cc4ccc(Br)cc4)C3=O)[C@H]2C(=O)N1Cc1ccccc1	-23%	1%	7	?	i	-11%	-2%	0%	-3.8
CCCNC(=O)C[C@@H]1C[C@H]2c3cc(NC(=O)c4ccc5c(c4)OCO5)ccc3O[C@H]2[C@@H](CO)O1	15%	-18%	-7	3%	-22%	-10%	-10%	0%	-3.7
CC1CCN(C(=O)CNC(=O)CNC(=O)Cc2ccccc2)CC1	11%	4%	-5	8%	i	4%	-6%	-8%	1.0
COc1ccc(-c2csc(-c3ccc(O)cc3)n2)cc1	3%	-26%	16	9%	-18%	21µM*	24%	18%	1.5
CSCC[C@H](NS(=O)(=O)c1ccc(C)cc1)C(=O)N1CCC(C(=O)N[C@@H](Cc2ccccc2)C(=O)O)CC1	-1%	-9%	-1	-9%	-9%	-13%	-7%	2%	-0.3
CCOC(=O)N1CCN(C(=O)c2ccc3c(=O)n4c(nc3c2)CCCCC4)CC1	5%	2%	-6	1%	0%[57.5 µM]	-8%	1%	-8%	2.8

Continuation.
SMILES	EPAC1 antag	GLP1R cytotox	PI5P4K alpha inh	GLP1R inv ag	PTHR1 ag	PLK1 PBD block	EPAC1 ag	GLP-1R agonist	IL2 activator
CN1CCN(S(=O)(=O)c2cccc(C(=O)Nc3cc(C(F)(F)F)ccc3N3CCCC3)c2)CC1	-11%	0%	18	-18%	i	-2%	-14%	0%	-3.2
Cc1ccc(C(=O)Nc2ncc(Cc3ccc(SC(F)F)cc3)s2)cc1	-7%	?	9	-38%	-19%	-15%	2%	1%	-3.7
Cc1nc(-c2ccc(C(=O)Nc3ccc(F)cc3)cc2)cs1	5%	4%	1	-14%	-25%	-1%	13%	6%	-1.9
CCOc1ccc(C2C(C(=O)OC)=C(C)N=C3SCCC(=O)N32)cc1OCC (stereo not drawn)	-12%	-3%	-5	3%	-1%[57.5 µM]	-5%	-2%	28%	0.1
Cc1ccc2c(C)c(C(=O)N3CCCC(C(N)=O)C3)oc2c1C (stereo not drawn)	16%	0%	2	47%[activator]	-20%	-14%	-1%	-3%	-2.8
COC(=O)c1ccc([C@H]2CC(=O)O2)cc1	0%	11%	-3	3%	-6%	-8%	-12%	0%	0.3
O=[N+]([O-])c1cc(/C=N/N/C(=N/c2ccccn2)c2ccccn2)ccc1O	-17%	-82%[7.66 µM]	-3	?	-8%	?	-3%	4%	-0.7
CC1CCN(S(=O)(=O)c2ccc3c(c2)oc(=O)n3C)CC1	8%	0%	6	1%	-14%	-8%	17%	6%	-0.1
COc1cccc(NC(=O)C2CC(=O)OC23CCOC(C)(C)C3)c1 (stereo not drawn)	-1%	-4%	-4	-32%	i	6%	-3%	25%	-0.5
Cc1cc(C)n(C(C)CC(=O)N2CCc3ccccc32)n1 (stereo not drawn)	-5%	2%	1	?	-4%	4%	8%	7%	1.1
CCCCNC(=O)c1cn(-c2ccc(OCC)cc2)c(=O)c2cc(OC)c(OC)cc12	2%	7%	2	-10%	i	-9%	1%	1%	-2.5
Cc1ccc(S(=O)(=O)Oc2ccccc2N2C(=O)C3C4CCC(C4)C3C2=O)cc1 (stereo not drawn)	-16%	-14%	0	-29%	i	6%	0%	14%	-0.3
CC1=C(C(N)=O)C(c2ccc(Cl)cc2)NC(=O)N1 (stereo not drawn)	25%	-11%	-6	-10%	i	-9%	4%	-16%	-2.4
CCCc1nnc(SCC(=O)O)n1CC	9%	-22%	0	5%	-7%	-12%	-9%	-1%	-1.9
CC1C2CC(C/C2=N/NC(=O)c2cccs2)C1(C)C (stereo not drawn)	9%	-30%	-5	-2%	i	-20%	2%	-2%	-2.7
O=C(c1cc(Cl)ccc1OCc1ccccc1)N1CCOCC1	-6%	0%	1	-18%	i	1%	-6%	-3%	-1.1
CN(C)c1ccc(C(C(=O)NC2CCCC2)N(Cc2cccnc2)C(=O)c2snc(C(N)=O)c2N)cc1 (stereo not drawn)	6%	3%	1	-14%	-37%[inhibitor]	-6%	-10%	3%	-1.2

Compound activity (PubChem BioAssay)

These rows are one share of the data; rates above refer to the full screens.
